# TNF death inh: TNF-alpha cell death inhibition in Jurkat FADD-/- cells; Jurkat FADD-/- TNF necroptosis rescue, ATP luminescence, 24 h; 0 = TNF only, 100 = no-TNF cells; activation (protection from cell death), % at 10 µM; 220,000 tested, 0.068% active; AID 463075;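 active = activation, meaning protection from cell death, of at least 50% relative to plate controls; inactive = activation below 50%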;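 note: necroptosis triggered by 40 ng/mL TNF-alpha added together with compound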
# TRPML3 agonist: human mucolipin-3 channel agonism; Q8TDD5; HEK293 TRPML3-YFP, Fluo-8 calcium fluorescence; 100% = the carbachol control signal; activation, % at 3 µM; 220,000 tested, 0.29% active; AID 1448;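 active = activation above its plate's cutoff, the mean activation of the plate's test wells plus 3 SD, cut at about 12% in these data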;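 note: 0% = DMSO only wells and 100% = carbachol wells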
# Target sequence (Q8TDD5 whole entry, looked up): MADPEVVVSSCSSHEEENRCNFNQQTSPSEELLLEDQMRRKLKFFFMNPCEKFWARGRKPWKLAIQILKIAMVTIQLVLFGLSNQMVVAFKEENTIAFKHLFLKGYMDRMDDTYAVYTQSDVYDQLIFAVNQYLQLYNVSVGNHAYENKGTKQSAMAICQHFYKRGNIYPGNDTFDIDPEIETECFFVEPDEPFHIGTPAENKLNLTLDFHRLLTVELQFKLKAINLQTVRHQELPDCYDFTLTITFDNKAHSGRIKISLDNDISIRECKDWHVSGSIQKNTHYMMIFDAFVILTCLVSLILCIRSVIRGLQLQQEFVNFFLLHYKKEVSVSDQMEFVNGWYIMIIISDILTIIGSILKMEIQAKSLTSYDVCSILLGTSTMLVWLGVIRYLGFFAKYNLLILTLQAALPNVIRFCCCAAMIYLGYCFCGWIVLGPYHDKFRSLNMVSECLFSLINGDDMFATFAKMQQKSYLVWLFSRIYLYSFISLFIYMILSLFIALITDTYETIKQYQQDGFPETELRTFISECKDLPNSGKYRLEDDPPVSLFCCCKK
#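 system = HEK293 cells stably carrying human TRPML3-YFP | doses = one concentration, 3 µM nominal, 0.3% DMSO | timing = dye loading 1 h 37 °C then 30 min ambient, 125 s read | detection = Fluo-8 calcium dye fluorescence, ex 470-495, em 515-575 nm | benchmarks = high control carbachol 87 µM, low control DMSO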
# Wee1 stabilizer: human Wee1 degradation inhibition, primary screen. AID 1321. HeLa Luc-Wee1K328M stability, luciferase luminescence; 100% = proteasome inhibitor MG132 effect. 220,000 tested, 1.2% active. reporter increase, % at 5 µM;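 active = activation above the mean of all tested compounds plus 3 SD, set per screening run, cut at about 8.8% in these data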;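 note: cells exposed to compound for 20 h before luminescence read; 0% = DMSO alone and 100% = MG132 at 30 µM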
# CHOP inhibitor: blocks CHOP induction under ER stress; 220,000 tested, 3.8% active; inhibition, % at 10 µM; AID 2732; CHO-K1 CHOP-promoter luciferase, tunicamycin-induced, 15-18 h;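 active = compounds that reduced the stress-induced luciferase reporter signal by more than about 70% of percent inhibition, limit read from the data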;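 note: 0% = tunicamycin plus vehicle and 100% = wells without tunicamycin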
# RBBP9 inhibitor: blocks human serine hydrolase RBBP9 | O75884 | recombinant RBBP9, FP-Rh probe fluorescence polarization | inhibition, % at 7.94 µM | 220,000 tested, 0.2% active;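 active = inhibition above the campaign mean of all tested compounds plus 3 SD, cut at about 14% in these data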;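 note: plate controls were DMSO wells with RBBP9 for no effect and wells lacking RBBP9 protein for full effect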
# Target sequence (O75884 whole entry, looked up): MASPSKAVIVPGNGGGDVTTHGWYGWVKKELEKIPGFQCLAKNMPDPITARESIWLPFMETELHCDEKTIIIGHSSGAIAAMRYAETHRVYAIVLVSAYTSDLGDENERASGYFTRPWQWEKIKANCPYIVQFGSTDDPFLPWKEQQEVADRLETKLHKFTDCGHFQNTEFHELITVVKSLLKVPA
#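 System: RBBP9 protein / Buffer or medium: Tris/NaCl buffer pH 8.0 with 0.1% Pluronic / Probe or stimulus: Serine-hydrolase probe FP-Rh, 375 nM pre-mixing / Dosing: 7.94 µM single dose, 0.794% DMSO / Times: enzyme-compound preincubation 30 min, then probe labeling 45 min, 25 °C / Technique: fluorescence polarization (mP), excitation 525 nm, emission 598 nm / Replication: singlicate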
# zfTRPN1 agonist: agonists of zebrafish TRPN1 channel; HEK293 zebrafish TRPN1-YFP, Fluo-8 calcium fluorescence; 100% = response to 87 µM carbachol; activation, % at 3 µM; 220,000 tested, 0.18% active;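 active = activation above its plate's cutoff, the mean activation of test wells on that plate plus 3 SD, cut at about 19% in these data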;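 note: 0% = DMSO alone and 100% = 87 µM carbachol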
#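 Material – zebrafish TRPN1-YFP in HEK293 cells · Doses – 3 µM single point · Schedule – dye 1 h 37 °C plus 30 min RT · Signal – Fluo-8 calcium fluorescence, excitation 470-495 nm, emission 515-575 nm · Read-out – % activation versus carbachol response · Control set – carbachol high, DMSO low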
# Ba/F3 V617F tox: reduce viability of Ba/F3 cells dependent on JAK2V617F. AID 1446. 220,000 tested, 1.1% active. Ba/F3 EpoR-JAK2V617F viability, ATP luminescence. inhibition, % at 5.6 µM;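 active = inhibition above the campaign mean plus 3 SD over all tested compounds, cut at about 24% in these data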;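 note: cytokine-independent growth of Ba/F3 cells driven by EpoR plus mutant JAK2; 0% = DMSO-treated cells and 100% = JAK inhibitor I control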
# PPC-1+TRAIL kill: PPC-1 cancer cell killing with TRAIL present; PPC-1 cells + TRAIL, ATPLite viability luminescence; cell killing (% activity), % at 4 µM; 220,000 tested, 0.41% active; AID 1443;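 active = cell killing above 50% in the first pass at 4 µM, then a duplicate retest at 5 µM averaging 50% or more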;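 note: plate controls were cells with TRAIL plus DMSO for no effect and medium-only wells lacking cells for full effect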
# BaF3 parental: counter-screen for JAK2V617F inhibitors: parental Ba/F3 viability inhibitors; CellTiter-Glo ATP luminescence; inhibition, % at 5.6 µM; 220,000 tested, 1.1% active;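 active = inhibition above a per-campaign cutoff, the mean inhibition of all tested compounds plus 3 SD, cut at about 27% in these data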;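 note: 0% = DMSO wells and 100% = JAK Inhibitor I control wells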
# * = called active by the depositor; . = not tested or not shown; [ ] = remark or other dose.
SMILES,TNF death inh,TRPML3 agonist,Wee1 stabilizer,CHOP inhibitor,RBBP9 inhibitor,zfTRPN1 agonist,Ba/F3 V617F tox,PPC-1+TRAIL kill,BaF3 parental
Cc1ccc(C(=O)N/C(=C\c2ccc(-c3cc(Cl)ccc3Cl)o2)C(=O)NCc2cccnc2)cc1,-5.9,0.4,-0.3,16.5,-7.6,0.7,1.6,.,1.0
c1ccc(-c2nc(NCc3cccnc3)c3ccccc3n2)cc1,-1.7,1.0,-0.1,-6.1,0.4,1.2,3.5,11.2,3.5
CC(C)(C)NNC(=S)Nc1cccc(C(F)(F)F)c1,1.4,0.4,3.1,-19.8,-8.2,0.1,-3.7,15.1,0.3
CCOC(=O)c1c(-c2cccc(C)c2)csc1NC(=O)C1CC=CCC1C(=O)O (centres undefined),-1.6,0.9,-2.5,3.4,-2.0,-0.3,-4.8,31.3,-0.7
Cc1cc(C)nc(SCC(=O)Nc2ncc(Cc3ccc(Cl)c(Cl)c3)s2)n1,2.8,-0.2,-3.9,-5.1,-6.0,0.8,-2.3,11.4,-0.5
Cc1ccc(-c2nc(C3CCCN(S(=O)(=O)c4ccc(C(C)(C)C)cc4)C3)no2)cc1 (centres undefined),0.7,0.5,2.8,47.9,-10.3,1.5,2.4,13.8,-1.5
COc1cccc(N2CC(C(=O)Nc3nnc(SCC(=O)c4ccccc4)s3)CC2=O)c1 (centres undefined),1.7,1.2,5.5,-0.8,-2.4,1.7,4.4,18.2,10.1
O=C(N/N=C/c1ccccc1[N+](=O)[O-])c1ccc(CN2CCOCC2)cc1,1.2,-0.3,0.1,17.4,0.4,0.9,6.7,7.8,10.7
COc1cccc(C2=NOC(C(=O)Nc3cc(C)nn3-c3ccccc3)C2)c1OC (centres undefined),0.4,-0.3,-0.7,10.9,-5.7,0.2,-3.5,9.0,3.3
O=c1[nH]c2ccc(Cl)cc2c(O)c1-c1ccccc1,-3.3,0.5,2.5,12.1,-2.8,0.8,2.4,0.4,4.3

# Next part, starting with the last 4 of the part before.
SMILES,TNF death inh,TRPML3 agonist,Wee1 stabilizer,CHOP inhibitor,RBBP9 inhibitor,zfTRPN1 agonist,Ba/F3 V617F tox,PPC-1+TRAIL kill,BaF3 parental
COc1cccc(N2CC(C(=O)Nc3nnc(SCC(=O)c4ccccc4)s3)CC2=O)c1 (centres undefined),1.7,1.2,5.5,-0.8,-2.4,1.7,4.4,18.2,10.1
O=C(N/N=C/c1ccccc1[N+](=O)[O-])c1ccc(CN2CCOCC2)cc1,1.2,-0.3,0.1,17.4,0.4,0.9,6.7,7.8,10.7
COc1cccc(C2=NOC(C(=O)Nc3cc(C)nn3-c3ccccc3)C2)c1OC (centres undefined),0.4,-0.3,-0.7,10.9,-5.7,0.2,-3.5,9.0,3.3
O=c1[nH]c2ccc(Cl)cc2c(O)c1-c1ccccc1,-3.3,0.5,2.5,12.1,-2.8,0.8,2.4,0.4,4.3
Cc1cccc(NC(=O)C2SC(=Nc3c(C)cccc3C)C(C(=O)N3CCOCC3)=C2N)c1 (centres undefined),-3.2,0.7,-2.5,13.8,-0.5,1.0,2.3,25.9,4.1
CCc1ccc(-c2csc(NC(=O)C3=NN(c4ccccc4)C(=O)CC3)n2)cc1,-2.2,0.2,3.8,67.9,5.8,1.6,2.6,20.5,9.0
CN1CCCN(C(=O)c2ccc(Cl)c(S(=O)(=O)N(C)c3ccccc3)c2)CC1,0.8,0.3,-1.7,-2.0,9.9,-0.6,-2.2,-4.7,0.1
Cc1cc(C)n2nc(NCc3ccccc3)nc2n1,-0.1,1.3,-1.1,11.0,-1.8,1.1,-3.6,30.7,4.4
CSc1nc2nccc(-c3ccc(Oc4ccccc4)cc3)n2n1,-1.8,-0.2,-1.6,54.8,-2.3,-1.5,-1.7,8.9,8.7
C=CCn1c(SCc2ccccc2)nc(O)cc1=O,0.2,0.5,-1.5,30.5,-6.8,1.1,3.0,-13.8,2.0
CN1CCN(CCCNC(=O)c2ccc(CS(=O)(=O)c3ccc(Br)cc3)o2)CC1,-2.4,1.0,0.8,51.5,-9.0,0.3,1.5,-16.6,3.2
Cc1ccc2c(c1)C(O)(CC(=O)c1cccc(-n3cccc3)c1)C(=O)N2 (centres undefined),-1.6,1.4,-0.3,8.4,2.8,0.8,1.6,3.4,9.6
O=C(O)c1cccc(C(=O)c2cccc(C(=O)O)c2)c1,0.8,-0.8,0.6,39.6,7.7,-2.2,-0.6,-1.3,-1.2
CC(=O)Nc1ccc(S(=O)(=O)/N=C2\C(=O)c3ccccc3C([O-])=C2n2cc[n+](-c3ccccn3)c2)cc1,-20.5,1.0,-1.2,9.8,-1.7,0.8,3.8,2.9,2.7
O=C(CCn1c(=S)oc2ccccc21)Nc1ccc(F)cc1,1.8,0.2,0.2,9.7,-2.0,-0.6,-0.4,10.3,1.3
COC(=O)CCC(=O)Nc1cccc([N+](=O)[O-])c1,0.1,0.9,-0.8,-14.4,0.7,0.8,-5.4,3.6,-1.2
O=[N+]([O-])c1cnccc1Nc1ccc(Cl)cc1,-1.7,-0.5,1.7,12.9,-7.8,-0.4,2.4,8.9,-1.4
CCCOc1ccc(NC(=O)CC2C(=O)N(C)C(=S)N2Cc2cccs2)cc1 (centres undefined),-1.9,0.4,-0.4,7.5,-10.8,0.0,3.7,-17.1,8.9
COCCN(CC(=O)NCc1ccc2c(c1)OCO2)C(=O)CCC(=O)Nc1nccs1,0.9,0.8,-0.2,10.3,-13.9,2.1,2.9,11.4,7.0
CCCc1cc(=O)[nH]c(SCC(=O)N2CCN(c3ccc(F)cc3)CC2)n1,-1.1,0.5,1.7,14.7,-3.2,-0.6,-5.2,6.8[5 µM],-2.5
CC(C)(C)OC(=O)N1CCC[C@H]1c1nnc(SCc2c(Cl)cccc2Cl)o1,0.0,0.3,-1.4,14.5,-15.2,-1.6,5.0,11.1,0.2
O=C(CNc1ccc(F)cc1F)NC(=O)NCc1ccco1,8.8,-0.5,-0.9,10.8,5.9,0.9,4.8,3.9,-3.5
CCOC(=O)C1(Cc2ccccc2)CCN(Cc2ccc(COC)o2)CC1,-0.1,1.2,2.6,30.4,-8.5,0.0,-1.9,-9.8,1.2
CC(=O)Nc1ccc(NC(=O)CSc2nnc(CNc3ccc(F)cc3)n2CC2CCCO2)cc1 (centres undefined),0.7,0.1,0.1,20.2,-5.0,1.4,1.0,41.8,2.8
COc1ccc(-n2c(=O)c3c4c(sc3n3c(=S)[nH]nc23)COC(C(C)C)C4)cc1 (centres undefined),-3.5,-0.5,0.8,30.9,-4.8,-0.5,-0.3,12.1,-0.9
Cc1ccc(-c2ccccc2[C@@H]2C[C@H]3CN(C)C(=O)[C@]34CCCN24)o1,-0.7,0.7,1.7,14.3,3.5,-1.6,-0.8,21.3,4.5
COC(=O)c1scc(S(=O)(=O)C(C)(C)C)c1N,-0.1,0.9,0.0,8.2,-12.9,1.0,-1.0,4.2,0.1
CCCN(CCC)C(=O)c1cc(-c2ccc3c(c2)OCO3)nc2ccccc12,-5.8,-0.9,8.2,37.7,12.8,-1.8,-1.3,8.5,8.0
O=c1[nH]cnc2c1cnn2Cc1ccccc1,0.1,0.2,4.7,-7.4,-6.1,0.8,2.0,0.5,8.5
Cc1ccc2c(Cl)c(C(=O)NCC3CCCO3)sc2c1 (centres undefined),-2.7,-0.4,1.1,-14.6,-8.2,-2.2,0.6,2.4,-0.1
CC(=O)Nc1ccc(Cl)c(C(N)=O)c1,-1.6,0.4,-0.8,27.7,-6.0,-0.5,1.0,-1.2,6.0
CCOC(=O)N1CCN(C(=O)c2cc(COc3ccc4ncccc4c3)on2)CC1,-5.8,4.6,-0.3,41.5,0.0,13.3,13.9,15.2,25.8
Cc1onc(-c2c(F)cccc2Cl)c1C(=O)Nc1cccc(Cn2cccn2)c1,1.4,0.0,-1.7,-1.4,-9.0,-0.5,-1.0,-16.9,3.6
CCCc1nc(SCC(=O)Nc2nc3c(s2)CCCC3)c2ccccc2n1,1.4,0.3,-1.9,31.5,-11.2,0.7,2.4,-2.8,1.9
CS(=O)(=O)N(CC(=O)N1CCN(Cc2ccccc2)CC1)Cc1ccccc1,-1.0,1.2,-0.8,23.0,-0.2,3.3,1.2,-3.4,3.4
CCOC(=O)c1c(-c2ccccc2)csc1NC(=O)/C(C#N)=C/c1ccc(O)c(OC)c1,2.8,0.8,-2.2,19.1,-1.7,1.0,0.3,11.8,3.3
OCc1nc2ccccc2n1CCCOc1ccccc1,0.1,0.1,5.3,10.6,-8.9,0.2,2.9,22.7,5.4
N#CC(c1ccc(Cl)cc1)c1cccc(Cl)n1 (centres undefined),2.1,-1.1,1.1,16.9,-2.9,-3.2,-2.7,3.0,48.1*
Cc1nc(NC(=O)COC(=O)CCc2nc3ccccc3s2)c(Cl)cc1Cl,2.2,0.4,1.2,-1.7,-6.5,0.1,-1.5,4.6,6.0
CCCn1c(CNC(=O)c2ccccc2)nc2ccccc21,1.7,-0.3,0.9,0.0,-0.4,-0.5,2.0,-18.5,3.1
C[C@H](NS(=O)(=O)c1ccc(Cl)c(Cl)c1)C(=O)OCc1cc(=O)n2cc(Br)ccc2n1,2.2,0.1,-0.1,24.9,-7.4,-0.7,4.2,15.5,3.1
COc1ccc(-c2nnc(SCC(=O)NC3CCCCC3)o2)cc1OC,-0.1,-0.7,0.5,-38.6,-6.5,-0.2,-0.4,14.1,9.0
COc1cccc(C(=O)NC2CCN(C(=O)N3CCCCC3)CC2)c1,0.7,0.3,0.0,-3.6,-4.8,1.7,-1.5,7.8,0.7
Cc1ccc(NC(=S)Nc2ccc(S(=O)(=O)N3CCOCC3)cc2)cc1S(=O)(=O)N1CCOCC1,-0.1,1.5,0.1,-8.1,-7.6,1.2,2.4,6.1,-1.4
COc1ccc(/C=N/NC(=O)C(C)n2nnc3ccccc32)cc1OC (centres undefined),-1.1,0.6,5.9,9.8,-11.5,-0.2,1.1,-18.1,4.1
COc1ccc(CN2CCCC(CNC(=O)c3ccc(F)cc3)C2)cc1OC (centres undefined),1.1,0.2,1.4,42.1,1.3,-0.3,-3.2,6.2,3.8
COCC(C)NC(=O)CCS(=O)(=O)c1nc(-c2ccc(OC)cc2)cc(C(F)(F)F)n1 (centres undefined),-18.7,0.8,-2.2,-88.5,-6.5,-0.1,-1.3,10.0,3.9
Cn1c(=O)cc(SCC(=O)NCC2CCCO2)c2ccc(Cl)cc21 (centres undefined),-1.7,0.1,-0.3,14.3,-6.5,-0.3,-1.4,-40.2,4.1
O=C(Cn1ccc2ccccc21)Nc1ccc2c(c1)OCO2,-0.1,0.4,-2.4,14.6,2.1,-0.2,1.1,8.6,3.8
